FAS-TE inh: FAS thioesterase domain inhibitors, primary screen, biochemical, fluorescence intensity, uHTS; inhibition, % at 15 µM; AID 602261, 2012; recombinant FAS-TE, OMFH fluorogenic substrate, fluorescence endpoint; Fatty acid synthase (Homo sapiens), P49327; 360,000 compounds, 0.67% hits;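 active = compounds whose normalised, plate-corrected inhibition of enzyme fluorescence in the single-dose primary screen is 50% or more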;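 also: 0% = DMSO with enzyme and 100% = substrate without enzyme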
Rin1 Abl inh: inhibitors of Rin1-Abl protein binding, primary screen, biochemical, TR-FRET; inhibition, % at 7.35 µM; 360,000 compounds, 0.4% hits; in the data active = inhibition above about 5%, passing the limit was not always enough
MT1-MMP act inh: blockers of MT1-MMP proenzyme processing, primary screen, HT1080 RFP-PRO-GFP cells, GFP/RFP fluorescence | Matrix metalloproteinase-14 (Homo sapiens), P50281 | GFP/RFP ratio fluorescence, overnight; percent of plate control window, DMSO zero | GFP/RFP ratio change, % at 20 µM | 360,000 compounds, 0.061% hits | AID 651647, 2012;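 active = GFP/RFP ratio change of at least 30% with cell ATP level not reduced by more than half and red fluorescence within 50% of control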; also: strong numbers were not always called active
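Assay system: HT1080 cells carrying an RFP-PRO-GFP reporter | Dosing: Single dose of 20 µM compound, 1% DMSO final | Incubation: Cells overnight before dosing, compound overnight, 37 °C, 5% CO2 | Evaluation: GFP/RFP fluorescence ratio | Control set: DMSO and RFP-L50D-GFP cell wells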
Rpn11 inh: Rpn11 (PSMD14) deubiquitinase inhibitors, primary screen, biochemical, fluorescence polarization, uHTS; 360,000 compounds, 0.59% hits; calls only at 20 µM; 26S proteasome non-ATPase regulatory subunit 14 (Homo sapiens), O00487; human 26S proteasome, Ub4-pepOG fluorescence polarization; 20S core pre-blocked with epoxomicin;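 active = inhibition at 20 µM, scaled to each plate's controls, above about 33%, limit read from the data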
Target sequence (O00487 whole entry, looked up): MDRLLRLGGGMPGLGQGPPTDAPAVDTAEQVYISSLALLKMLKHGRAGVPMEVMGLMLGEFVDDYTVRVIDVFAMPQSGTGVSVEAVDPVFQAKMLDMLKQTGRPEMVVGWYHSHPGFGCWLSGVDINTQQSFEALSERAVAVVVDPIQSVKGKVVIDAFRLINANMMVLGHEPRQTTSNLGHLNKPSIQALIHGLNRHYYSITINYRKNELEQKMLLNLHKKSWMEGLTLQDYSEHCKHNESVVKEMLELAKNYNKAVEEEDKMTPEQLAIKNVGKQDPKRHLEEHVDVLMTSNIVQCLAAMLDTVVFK
MLLE-PAM2 inh: inhibitors of PABP1 MLLE–PAM2 peptide binding, primary screen, biochemical, fluorescence polarization, FITC-PAM2, GST-MLLE. AID 588489, 2011. Polyadenylate-binding protein 1 (Homo sapiens), P11940. inhibition, % at 20 µM. 360,000 compounds, 0.36% hits; in the data active = inhibition above about 35%, passing the limit was not always enough;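 also: plate controls were DMSO wells with GST-MLLE for no effect and wells lacking GST-MLLE protein for full effect; some results filed as inactive read as strong as hits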
SKN-1 inh: suppressors of acrylamide-induced Pgst-4::GFP reporter in worms, primary screen, SKN-1 inhibitor project, whole organism, uHTS, GFP/RFP fluorescence ratio, strain VP596. C. elegans VP596 Pgst-4::GFP/RFP ratio, 24 h. inhibition, % at 21.8 µM. 360,000 compounds, 0.49% hits. AID 624304, 2012;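 active = interference check ratio from 0.5 to 1.5 plus GFP to RFP signal ratio inhibition reaching or exceeding a fixed threshold, cut at about 30% in these data, passing the limit was not always enough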; also: some compounds called inactive have numbers as strong as hits
NadD inh: inhibitors of S. aureus NadD, primary screen, biochemical, colorimetric, uHTS; purified NadD enzyme, colorimetric absorbance read-out; inhibition, % at 20 µM; 360,000 compounds, 0.78% hits; AID 602399, 2012; in the data active = inhibition above about 26%; also: some compounds past the cut are filed as inactive
Neddylation inh: inhibitors of cullin neddylation, primary screen, biochemical, TR-FRET, uHTS, NAE and Ubc12; 360,000 compounds, 0.58% hits; AID 651699, 2012; calls only at 25 µM; NEDD8-conjugating enzyme Ubc12 (Homo sapiens) + NEDD8-activating enzyme E1 regulatory …; in the data active = inhibition above about 36%
Target sequence (P61081 whole entry, looked up): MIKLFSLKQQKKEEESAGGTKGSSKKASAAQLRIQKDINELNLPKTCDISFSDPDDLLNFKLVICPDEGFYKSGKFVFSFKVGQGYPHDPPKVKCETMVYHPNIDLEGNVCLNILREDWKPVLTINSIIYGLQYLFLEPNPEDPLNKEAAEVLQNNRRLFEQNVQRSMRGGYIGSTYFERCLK
Target sequence (Q13564 whole entry, looked up): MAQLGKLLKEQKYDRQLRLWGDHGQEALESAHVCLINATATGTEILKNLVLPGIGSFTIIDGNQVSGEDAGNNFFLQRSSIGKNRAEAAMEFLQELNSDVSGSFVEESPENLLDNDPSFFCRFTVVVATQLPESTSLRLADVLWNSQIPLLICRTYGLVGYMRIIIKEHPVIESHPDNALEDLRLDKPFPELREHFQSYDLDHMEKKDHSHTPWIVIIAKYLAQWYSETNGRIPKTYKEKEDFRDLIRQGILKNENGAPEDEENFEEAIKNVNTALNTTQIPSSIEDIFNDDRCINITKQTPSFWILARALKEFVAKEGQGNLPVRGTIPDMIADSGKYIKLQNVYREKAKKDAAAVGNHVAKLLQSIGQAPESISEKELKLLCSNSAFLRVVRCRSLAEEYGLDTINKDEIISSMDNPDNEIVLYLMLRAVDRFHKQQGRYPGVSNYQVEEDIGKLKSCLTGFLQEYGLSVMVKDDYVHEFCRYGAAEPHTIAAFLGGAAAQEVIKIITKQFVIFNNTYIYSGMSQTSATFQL
CSN inh: inhibitors of CSN-mediated cullin deneddylation, primary screen, biochemical, fluorescence polarization, uHTS; COP9 signalosome complex subunit 5 (Homo sapiens), Q92905; Purified CSN, SCF-Nedd8-OG deneddylation; AID 651999, 2013; 360,000 compounds, 0.38% hits; inhibition, % at 12.5 µM;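 active = pattern-corrected inhibition above about 35%, with an unprinted fluorescence ratio check between 0.5 and 1.5, limit read from the data, passing the limit was not always enough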;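 also: 0% = enzyme with substrate and 100% = substrate without enzyme; some results filed as inactive read as strong as hits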
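Material: purified human Csn5 enzyme expressed in HEK293T cells / Medium: Tris buffer pH 7.5, NaCl, DTT, Tween-20, trehalose, ovalbumin / Compound dosing: 12.5 µM single point / Schedule: 90 min incubation of compound, enzyme and substrate at room temperature / Signal: fluorescence polarization of the substrate / Control set: no-enzyme wells high, enzyme-with-substrate wells low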
An asterisk follows results filed as active; i = inactive; · = no result given.

SMILES | FAS-TE inh | Rin1 Abl inh | MT1-MMP act inh | Rpn11 inh | MLLE-PAM2 inh | SKN-1 inh | NadD inh | Neddylation inh | CSN inh
O=C(Nc1nc([C@@H]2O[C@H](CO)[C@@H](O)[C@H](O)[C@H]2O)cs1)NC(c1ccccc1)c1ccccc1 | -2 | -2 | -1 | i | 3 | -6 | 4 | i | -4
Cc1nc(CC(=O)N2CCN(c3cccc(C)c3C)CC2)cs1 | -4 | -4 | 1 | i | 15 | -24 | 2 | i | -9
Cc1cc(C)c(S(=O)(=O)N2CCN(C(=O)C(C)Cn3cncn3)CC2)c(C)c1 (stereo unspecified) | -4 | 1 | -2 | i | 2 | 8 | 0 | i | -3
COc1ccc(/C=N/n2c(=O)[nH]c3c([nH]c4ccc(F)cc43)c2=O)cc1CN1CCCCC1 | -4 | -6 | 4 | i | -5 | -13 | 5 | i | 1
CCC(CC)C(=O)Nc1cc(C(=O)OC)ccc1C(=O)OC | -3 | -1 | -4 | i | -3 | 7 | 0 | i | -10
Cc1ccc(NC(=O)Nc2ccccc2F)cc1S(=O)(=O)N1CCOCC1 | 1 | -1 | 0 | i | 4 | -3 | -3 | i | 4
CCOc1ccc(Nc2nc3ccccc3n3cnnc23)cc1 | 13 | 1 | 7 | i | -14 | 12 | -5 | i | 5
COc1ccccc1CCn1cnc(C)c1CC(C)C | -4 | · | -8 | · | · | 1 | 0 | i | 62*
C=CCn1c(NCc2ccc3c(c2)OCO3)nc2ccccc21 | 0 | 0 | 6 | i | 15 | 0 | -4 | i | -3
O=C1C(Nc2ccc(O)cc2)=C/C(=N/S(=O)(=O)c2cccs2)c2ccccc21 | 35 | -7 | -13 | i | 14 | 11 | -6 | i | 21
Cc1cccc(N2CCN(c3nc4nonc4nc3N3CCSCC3)CC2)n1 | 18 | 3 | -2 | i | -5 | -11 | 6 | i | -16
O=C(Cn1ncc2c(=O)oc3ccccc3c21)NCC1CCCO1 (stereo unspecified) | -3 | 0 | 0 | i | 3 | -7 | -6 | i | -6
CC1CC(=O)N(c2ccc(NCc3ccccc3Cl)c([N+](=O)[O-])c2)C1=O (stereo unspecified) | 10 | 0 | 5 | i | 15 | 1 | -11 | i | -8
COc1cccc(C2CC(c3cccs3)=NN2C(=O)c2ccco2)c1O (stereo unspecified) | 3 | -1 | -2 | i | 4 | 2 | 1 | i | -7
CC1CCCC(C)N1C(=O)COC(=O)c1cc(-c2cccs2)nn1-c1ccccc1 (stereo unspecified) | 25 | -3 | -5 | i | -9 | -4 | -1 | i | 3
Cc1ccc(C(O)c2nc3ccccc3n2C)cc1 (stereo unspecified) | -6 | 1 | 3 | i | 2 | 9 | -2 | i | -2
Cc1ccc(NC(=O)N(CCC#N)Cc2ccccc2)cc1 | -2 | 1 | 1 | i | 2 | -15 | -4 | i | 3
Cc1nn(CCOc2ccccc2Cl)c(C)c1[N+](=O)[O-] | 28 | 2 | -2 | i | -2 | -6 | -12 | i | -1
COc1ccc(S(=O)(=O)Nc2cccc(-c3ccc(N4CCCCCC4)nn3)c2)cc1OC | 54* | 1 | 0 | i | -11 | 2 | 23 | i | -3
Cc1nc2c(c(=O)c3ccccc3n2C)c(=O)n1-c1ccccc1 | 1 | 3 | 5 | i | -16 | 11 | -6 | i | 1
COc1ccc(NC(=O)CSc2nnc(CCC(=O)O)c(=O)n2N)cc1 | -11 | 5 | 2 | i | 46* | -3 | -4 | i | -3
Cc1ccc(Nc2c([N+](=O)[O-])ccc3nonc23)cc1C | 8 | 0 | 3 | i | 25 | 9 | -4 | i | -4
O=C(CCNS(=O)(=O)c1ccc2[nH]c(=O)oc2c1)Nc1cccc(Br)c1 | -4 | -1 | 2 | i | -22 | 9 | -6 | i | 0
O=[N+]([O-])c1ccc(/C=N\N2CCN(Cc3ccccc3Cl)CC2)cc1 | 17 | -1 | 4 | i | 0 | 7 | 4 | i | 2
Cc1ccc(NC(=O)c2ccccc2N2C(=O)C3C4C=CC(C5CC45)C3C2=O)cc1C (stereo unspecified) | 12 | 0 | -3 | i | 7 | -2 | -6 | i | -4
CCCCNC(=O)CS(=O)Cc1nc(-c2cccc(Cl)c2)oc1C (stereo unspecified) | 2 | -1 | 3 | i | 16 | 10 | -7 | i | 3
O=C1[C@H]2[C@@H](c3ccc(Cl)cc3)N3C(=O)N(c4cccc(Cl)c4)C(=O)[C@@]3(Cc3ccc(Cl)cc3)[C@H]2C(=O)N1C1CCCCC1 | 94* | 5 | -1 | i | 3 | 13 | 22 | i | 106
CCCc1nnc(NC(=O)CCN2C(=O)c3ccccc3C2=O)s1 | -9 | 2 | 3 | i | 5 | 14 | 5 | i | -6
O=C(Nc1nc(-c2ccccc2)cs1)c1ccc2c(=O)n3c(nc2c1)CCCCC3 | 62* | -1 | -7 | i | -1 | -4 | 14 | i | 2
COc1ccc(CCNC2=C(Cl)C(=O)N(Cc3ccccc3)C2=O)cc1OC | 10 | -2 | -1 | i | -13 | 15 | -8 | i | 6
COc1ccc(NC(=O)CN2CCN(CC#N)CC2)cc1 | -3 | 0 | -1 | i | 0 | 2 | -2 | i | 2
O=C(NCc1nnc(SCC(=O)N2CCOCC2)o1)c1c(F)cccc1F | -4 | 5 | 1 | i | 7 | 8 | 3 | i | -2
O=C(O)CC(NC(=O)C12CC3CC(CC(C3)C1)C2)c1cc([N+](=O)[O-])ccc1Cl (stereo unspecified) | 14 | 2 | 5 | i | -9 | 0 | -1 | i | 1
Cn1c(=O)c2c(ncn2CC(=O)OCC(=O)NCc2ccc(F)cc2)n(C)c1=O | -6 | 2 | 7 | i | 7 | -1 | -3 | i | -1
CC1(C(=O)O)Cc2ccccc2C(=O)O1 (stereo unspecified) | -9 | -1 | 0 | i | -9 | 7 | -2 | i | 2
CC(=O)Nc1c2c(nn1-c1cccc(Cl)c1)CS(=O)(=O)C2 | -8 | 0 | 1 | i | 8 | 5 | -1 | i | 4
COc1cc(NC(=O)CN2C(=O)C(c3ccccc3)=NC2(C)C)cc(OC)c1 | 1 | 0 | 3 | i | 5 | -7 | -3 | i | -7
COC(=O)N/N=C/c1cn(Cc2c(Cl)cccc2Cl)c2ccccc12 | 21 | 1 | -7 | i | -6 | 6 | -2 | i | -5
CCOC(=O)C(=O)N(C)c1c(CC)nc2c(OCCC3CCCCC3)cccn12 | 8 | 2 | 1 | i | 14 | 6 | 2 | i | 6
Cc1nnc(SCc2ccc3c(c2)OCO3)s1 | -6 | 2 | -1 | i | -3 | 10 | 13 | i | 0

Shown in CSV form: 11 of the compounds above
SMILES,FAS-TE inh,Rin1 Abl inh,MT1-MMP act inh,Rpn11 inh,MLLE-PAM2 inh,SKN-1 inh,NadD inh,Neddylation inh,CSN inh
O=C(Nc1nc(-c2ccccc2)cs1)c1ccc2c(=O)n3c(nc2c1)CCCCC3,62*,-1,-7,i,-1,-4,14,i,2
COc1ccc(CCNC2=C(Cl)C(=O)N(Cc3ccccc3)C2=O)cc1OC,10,-2,-1,i,-13,15,-8,i,6
COc1ccc(NC(=O)CN2CCN(CC#N)CC2)cc1,-3,0,-1,i,0,2,-2,i,2
O=C(NCc1nnc(SCC(=O)N2CCOCC2)o1)c1c(F)cccc1F,-4,5,1,i,7,8,3,i,-2
O=C(O)CC(NC(=O)C12CC3CC(CC(C3)C1)C2)c1cc([N+](=O)[O-])ccc1Cl (stereo unspecified),14,2,5,i,-9,0,-1,i,1
Cn1c(=O)c2c(ncn2CC(=O)OCC(=O)NCc2ccc(F)cc2)n(C)c1=O,-6,2,7,i,7,-1,-3,i,-1
CC1(C(=O)O)Cc2ccccc2C(=O)O1 (stereo unspecified),-9,-1,0,i,-9,7,-2,i,2
CC(=O)Nc1c2c(nn1-c1cccc(Cl)c1)CS(=O)(=O)C2,-8,0,1,i,8,5,-1,i,4
COc1cc(NC(=O)CN2C(=O)C(c3ccccc3)=NC2(C)C)cc(OC)c1,1,0,3,i,5,-7,-3,i,-7
COC(=O)N/N=C/c1cn(Cc2c(Cl)cccc2Cl)c2ccccc12,21,1,-7,i,-6,6,-2,i,-5
CCOC(=O)C(=O)N(C)c1c(CC)nc2c(OCCC3CCCCC3)cccn12,8,2,1,i,14,6,2,i,6

Carrying on:
SMILES | FAS-TE inh | Rin1 Abl inh | MT1-MMP act inh | Rpn11 inh | MLLE-PAM2 inh | SKN-1 inh | NadD inh | Neddylation inh | CSN inh
CC(C)(C)c1ccc(C(=O)Nc2ccccc2C(=O)NCCN2CCOCC2)cc1 | 4 | 3 | 0 | i | 3 | 10 | 6 | i | 4
CN(C)S(=O)(=O)c1ccc(NC(=O)COC(=O)C2COc3ccccc3O2)cc1 (stereo unspecified) | -6 | 5 | 2 | i | 1 | -4 | -6 | i | 1
C/C(=N\NC(=O)CNC(=O)c1ccccc1F)c1ccco1 | -4 | -1 | 2 | i | 1 | -1 | -3 | i | 0
O=C(Nc1nnc([C@H]2C[C@H](O)[C@@H](CO)O2)s1)Nc1ccccc1Oc1ccccc1 | -5 | -3 | 0 | i | -15 | -1 | 2 | i | 2
CN(C)S(=O)(=O)c1ccc(N2CCCC2)c(C(=O)N2CCN(S(=O)(=O)c3ccccc3F)CC2)c1 | 2 | 6 | -2 | i | -1 | 0 | -3 | i | 1
Cc1nn(C)c(C(=O)N/N=C/c2ccc(-c3ccccc3)cc2)c1Cl | 3 | -1 | 3 | i | -3 | -7 | -12 | i | -1
Cc1[nH]c2ccccc2c1Cc1nnc(SCC(N)=O)o1 | -6 | -2 | 0 | i | -31 | -8 | -3 | i | 1
CC(C)Cn1nc(NC(=O)C(C)(C)C)c2cc3ccccc3nc21 | -3 | 1 | -1 | i | -5 | -4 | -1 | · | 2
CN[C@H]1CCc2cc(OC)c(OC)c(OC)c2-c2ccc(N(C)CC(OC)OC)c(=O)cc21 | -3 | 0 | 15 | i | 10 | -3 | 2 | i | -2
CCCCC(=O)N(C)c1c(C)nc2ccc(C(=O)Nc3cccc(NS(C)(=O)=O)c3)cn12 | -9 | 0 | 1 | i | -3 | 25 | 0 | i | 1

Screening results as filed in PubChem BioAssay.
